Vc quorum ag: inducers of Vibrio cholerae quorum light production without autoinducers, primary screen, BH1578 luxS cqsA deficient, single point; AID 588436, 2011; V. cholerae BH1578 lux reporter, luminescence, 6 h; 350,000 compounds, 0.16% hits; activation, % at 18.7 µM; in the data active means activation mostly above about 9.7%, no sharp cut-off; further: not every result past the cut was called active; inactives centre near 0; reference of the scale not given here
Rv3671c protease: Rv3671c serine protease inhibitors, primary screen, biochemical, fluorescence polarization, M. tuberculosis H37Rv; P9WHR9; inhibition, % at 5.96 µM; 320,000 compounds, 0.048% hits; AID 2606, 2010; in the data active means inhibition above about 38%;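 further: extracellular domain of Rv3671c used as enzyme; 0% = enzyme with DMSO and 100% = no enzyme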
Target sequence (P9WHR9 whole entry, looked up, the tested form may be a part): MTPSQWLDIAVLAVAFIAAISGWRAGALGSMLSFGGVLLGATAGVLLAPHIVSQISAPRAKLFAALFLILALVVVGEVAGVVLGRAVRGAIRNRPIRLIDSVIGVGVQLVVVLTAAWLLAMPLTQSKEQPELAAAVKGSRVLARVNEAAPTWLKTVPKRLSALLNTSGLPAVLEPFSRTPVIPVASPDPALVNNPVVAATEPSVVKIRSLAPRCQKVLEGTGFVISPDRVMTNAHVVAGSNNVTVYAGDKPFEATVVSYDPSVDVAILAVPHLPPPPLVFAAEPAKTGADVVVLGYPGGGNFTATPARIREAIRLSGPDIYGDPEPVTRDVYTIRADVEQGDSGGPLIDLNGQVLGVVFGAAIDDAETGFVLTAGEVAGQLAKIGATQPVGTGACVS
BioA inh: M. tuberculosis BioA enzyme inhibitors, primary screen, biochemical, plate reader, single point, HTS; AID 602481, 2012; inhibition, % at 9.99 µM; 360,000 compounds, 0.096% hits; purified M. tuberculosis BioA enzyme; in the data active means inhibition above about 40%
PriA SSB inh: inhibitors of Klebsiella pneumoniae PriA binding to SSB C-terminal tail, primary screen, biochemical, AlphaScreen | PriA–SSB C-terminal tail interaction (Klebsiella pneumoniae) | AlphaScreen SSBct-PriA binding, biotinylated peptide | inhibition, % at 33 µM | 430,000 compounds, 0.6% hits | AID 1272365, 2023; in the data active means inhibition mostly above about 37%, no sharp cut-off; inactive means mostly below about 20%;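 further: plate controls were negative control peptide for no effect and reference peptide for full effect; strong numbers were not always called active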
MazEF act: activators of E. coli MazEF toxin-antitoxin RNase, primary screen, biochemical, fluorescence, uHTS. Endoribonuclease toxin MazF (Escherichia coli (strain K12)), P0AE70. activation, % at 20 µM. 350,000 compounds, 0.32% hits. AID 504720, 2011. FAM/BHQ RNA-DNA oligo cleavage fluorescence, 5 h; in the data active means activation above about 50%
Target sequence (P0AE70 whole entry, looked up): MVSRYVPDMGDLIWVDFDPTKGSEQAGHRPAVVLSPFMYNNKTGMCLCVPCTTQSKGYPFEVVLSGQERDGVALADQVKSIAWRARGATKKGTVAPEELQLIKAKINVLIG
3CLpro inhibitor: SARS-CoV 3CLpro protease inhibitors, primary screen, biochemical, quenched FRET. AID 1706, 2009. 290,000 compounds, 0.14% hits. recombinant SARS-CoV 3CLpro, quenched FRET peptide cleavage. inhibition, % at 6 µM; in the data active means inhibition above about 12%
UGM FP inh: M. tuberculosis UGM enzyme inhibitors, primary screen, biochemical, fluorescence polarization, single point. UDP-galactopyranose mutase (Mycobacterium tuberculosis (strain ATCC 25618 / H37Rv)), …. purified UGM, fluorescence polarization probe displacement. inhibition, % at 10 µM. 320,000 compounds, 0.06% hits. AID 504406, 2011; in the data active means inhibition above about 10%, passing the limit was not always enough
VHR inh abs: VHR1 phosphatase inhibitors, primary screen, biochemical, absorbance, uHTS | 290,000 compounds, 0.52% hits | recombinant VHR phosphatase, pNPP absorbance | Dual specificity protein phosphatase 3 (Homo sapiens), P51452 | inhibition, % at 13.3 µM; in the data active means inhibition above about 50%; further: some compounds called inactive have numbers as strong as hits
Target sequence (P51452 whole entry, looked up): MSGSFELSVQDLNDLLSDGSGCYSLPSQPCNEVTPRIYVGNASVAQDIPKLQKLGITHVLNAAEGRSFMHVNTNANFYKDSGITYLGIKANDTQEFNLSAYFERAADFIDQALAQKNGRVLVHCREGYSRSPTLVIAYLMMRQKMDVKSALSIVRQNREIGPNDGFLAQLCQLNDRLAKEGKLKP
FBA Mtb inh: Mtb FBA enzyme inhibitors, primary screen, biochemical, fluorescence, strain H37Rv; Fructose-bisphosphate aldolase (Mycobacterium tuberculosis (strain ATCC 25618 / H37Rv)), …; purified M. tuberculosis FBA, fluorescence read-out; inhibition, % at 1 µM; 360,000 compounds, 2.3% hits; AID 588726, 2011; in the data active means inhibition above about 27%;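 further: 0% = vehicle and 100% = reference inhibitor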
GDH-TPI inh: GDH-TPI coupling enzyme inhibitors, primary screen, artefact control for M. tuberculosis FBA inhibitor project, biochemical, absorbance, full deck. 360,000 compounds, 1.2% hits. GDH-TPI coupled enzyme counterscreen, NADH absorbance. inhibition, % at 4.8 µM. AID 588335, 2011; in the data active means inhibition above about 30%;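 further: 0% = DMSO wells and 100% = wells lacking the enzyme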
An asterisk follows results filed as active; i = inactive; / = no result given; + = active, no number; & = joins results of further samples.

SMILES	Vc quorum ag	Rv3671c protease	BioA inh	PriA SSB inh	MazEF act	3CLpro inhibitor	UGM FP inh	VHR inh abs	FBA Mtb inh	GDH-TPI inh
O=C(CSc1nc2[nH]ncc2c(=O)[nH]1)Nc1ccc(Cl)cc1	-0.7	4	/	1	1	/	3.6	/	-2	5
CCOC(=O)CN1CC23C=CC(O2)C(C(=O)Nc2ccc(C(C)=O)cc2)C3C1=O (configuration not stated)	-0.3	8	4.1	-21	11	4	-0.6	2	2	8
Cc1cccn2c(=O)c3cc(C(=O)NC(C)C)c(=N)n(Cc4ccncc4)c3nc12	-4.6	3	1.3	-2	12	-1	-3.9	-2	+	2
Cc1cc(=O)[nH]c(SCC(=O)Nc2ccc(Br)cn2)n1	-5.0	-9	0.3	-7	4	3	-1.0	-5	2	8
Cn1c(=O)n(CC(N)=O)c(=O)c2c1nc(Br)n2Cc1ccccc1	-0.3	2	0.0	-7	3	1	0.6	0	1	-1
Cc1cc(C(F)(F)F)n2nc(C(=O)O)c(Cl)c2n1	-1.6	-6	0.4	-8	7	-5	-0.4	-8	1	2
CSCCC(NS(=O)(=O)c1ccc2c(c1)OCCO2)C(=O)N(C)Cc1ccc(C)cc1 (configuration not stated)	i	5	-0.9	24	1	1	0.6	22	-1	-8
COc1ccc(NC(=O)CN2C(=O)NC(C)(Cc3ccc(OC)c(OC)c3)C2=O)cc1 (configuration not stated)	-0.3	/	0.6	/	1	/	/	/	1	3
Cc1ccc(S(=O)(=O)N(Cc2cccc(Cl)c2)C(=O)N2CCN(C)CC2)cc1	-6.2	-6	0.9	-7	1	/	4.3	/	7	9
N#Cc1sc2nc(-c3cccs3)cc(-c3ccccc3)c2c1N	i	-6	-0.2	-10	-13	6	2.3	9	4	3
COCCCNCCCCOc1ccc(OCc2ccccc2)cc1	-0.5	-6	/	2	15	2	-1.8	36	0	6
Nc1nonc1-n1nnc(C(=O)N/N=C/c2cccc(Cl)c2)c1CN1CCCCCC1	-0.4	-16	1.0	/	-15	/	-0.6	/	-1	3
CCOc1ccc(C(=O)Nc2cc(Cl)ccc2-n2cncn2)cc1OC	10	5	/	-6	2	/	-1.7	/	-3	6
S=C(NCc1ccco1)Nc1cccc(Cl)c1	-2.2	-9	/	-2	-1	-1	3.7	0	3	-14
COCCn1c(C)cc(C2=NNC(=Nc3ccc(OC)cc3)SC2)c1C	i	3	-0.9	17	14	0	0.2	16	-2	15
CC(=O)Nc1cccc(C(=O)/C=C/c2ccc[nH]2)c1	-0.7	-9	/	4	-1	-3	-2.8	9	-2	7
CCC(C)NC(=O)CNS(=O)(=O)c1ccc(C)cc1 (configuration not stated)	0.4	-6	-1.1	-12	2	-1	-1.1	4	1	-1
O=C(C1CC1)N1CCN(c2ccc(O)cc2)CC1	i	9	2.2	-6	2	2	-0.6	56*	2	1
Cc1ccc2[nH]c(C)c(CCNC(=O)C3CCCCC3C(=O)OCC(F)(F)F)c2c1 (configuration not stated)	-1.5	-9	1.7	22	1	1	1.3	4	-2	-4
Cc1ccc(C)c(Cn2ncc3ccccc32)c1	1.8	11	-2.0	-18	3	-4	0.6	1	1	3
CCOC(=O)Oc1ccc2c(=O)c(Oc3cccc(C)c3)coc2c1	-0.3	4	-4.6	-30	-1	2	-0.6	6	16	16
COc1cccc(-c2ccc3ncnc(N(C)Cc4ccco4)c3c2)c1	-0.6	-10	-1.6	-7	-3	/	0.5	/	7	11
COc1ccc(CCNC(=O)CS(=O)(=O)c2cn(CC(=O)N(C(C)C)C(C)C)c3ccccc23)cc1OC	-2.9	4	-0.2	-10	2	-1	1.9	19	0	2
Cn1cc(Cl)c(C(=O)N/N=C/c2ccc3c4c(cccc24)CC3)n1	-0.3	-75	-0.7	/	68*	-5	-1.0	14	30*	36*
CC(=O)N1C[C@H]2CON(C)[C@H]2C[C@H]1c1ccc(-c2cccnc2)cc1	i	/	-3.1	/	9	/	/	/	0	4
Cc1ccc(N(C(=O)Cn2nnc3ccccc32)C(C(=O)NC2CCCCC2)c2cn(C)nc2C)cc1 (configuration not stated)	i	1	0.5	-6	0	0	4.7	21	1	2
Cc1ccc(C(C)C)c(OCC(=O)NN2C(=O)c3ccccc3C2=O)c1	-0.2	0	0.4	-5	-6	2	0.8	16	-2	2
CCCN1C2CCCC1CC(NC(=O)c1cc(OC)c(OC)c(OC)c1)C2 (configuration not stated)	-0.4	4	/	-4	11	1	-1.1	13	1	10
CSc1c(C#N)c(N)c(C#N)c2c1COC(C)(C)C2	-0.2	-1	/	-5	-12	-6	0.3	4	24	12
Cc1nnc(SCC(=O)Nc2ccc(-c3nc4ccccc4s3)cc2)s1	-0.4	-3	/	-1&-5	12	-2	-2.3	-1	4	1
COc1ccc(C(=O)CC(=O)C(=O)Nc2ccccc2)cc1	i	-12	/	0	0	4	0.7	-8	0	21
COc1cc(/C=N/N(C)S(=O)(=O)c2ccc(C)cc2)cc([N+](=O)[O-])c1O	-0.3	0	-0.7	/	-7	5	3.0	4	-6	21
NC12NC(=O)C3(O)C4C5CC(C6C5C3C61)C42 (configuration not stated)	i	0	/	-10	8	4	5.0	-17	-3	-4
O=C(NC(=S)Nc1ccccc1N1CCOCC1)c1ccc(-c2cc(Cl)ccc2Cl)o1	-0.4	0	/	-14	-16	2	-1.3	46	5	10
CNCC1(c2ccccc2)CCCC1	-0.3	4	1.2	-9	-1	1	-2.7	24	0	4
CC(=O)NC12CC3CC(C1)CC(C(=O)N1CCN(C(=O)c4ccco4)CC1)(C3)C2	-0.1	7	-1.6	6	-5	/	2.8	/	-1	7
CC(Sc1nnnn1-c1ccc(O)cc1)C(=O)NC1CCCCC1C (configuration not stated)	-0.2	-9	-0.8	-10	4	4	-3.7	6	0	2
CC1Cc2ccccc2N1Cc1cc(=O)c(OCC(=O)Nc2ccccc2)co1 (configuration not stated)	0.8	0	-0.4	16	6	/	/	/	1	3
CCOC(=O)CSc1nc(C)cc(C)c1C(N)=O	i	0	/	-6	1	2	1.0	8	-2	-2
O=C(O)C12C[C@H]3C[C@@H](C1)CC(n1ncc(N4CCN(c5ccccc5)CC4)c(Cl)c1=O)(C3)C2	i	-1	/	-4	1	-1	-1.5	18	1	12

Next part; the last 6 above are carried over.
SMILES	Vc quorum ag	Rv3671c protease	BioA inh	PriA SSB inh	MazEF act	3CLpro inhibitor	UGM FP inh	VHR inh abs	FBA Mtb inh	GDH-TPI inh
CNCC1(c2ccccc2)CCCC1	-0.3	4	1.2	-9	-1	1	-2.7	24	0	4
CC(=O)NC12CC3CC(C1)CC(C(=O)N1CCN(C(=O)c4ccco4)CC1)(C3)C2	-0.1	7	-1.6	6	-5	/	2.8	/	-1	7
CC(Sc1nnnn1-c1ccc(O)cc1)C(=O)NC1CCCCC1C (configuration not stated)	-0.2	-9	-0.8	-10	4	4	-3.7	6	0	2
CC1Cc2ccccc2N1Cc1cc(=O)c(OCC(=O)Nc2ccccc2)co1 (configuration not stated)	0.8	0	-0.4	16	6	/	/	/	1	3
CCOC(=O)CSc1nc(C)cc(C)c1C(N)=O	i	0	/	-6	1	2	1.0	8	-2	-2
O=C(O)C12C[C@H]3C[C@@H](C1)CC(n1ncc(N4CCN(c5ccccc5)CC4)c(Cl)c1=O)(C3)C2	i	-1	/	-4	1	-1	-1.5	18	1	12
COc1ccc(CC(=O)N(C)CC(=O)Nc2ccccc2Cl)cc1S(=O)(=O)N1CCOCC1	-1.2	-5	-1.3	1	-2	/	0.2	/	4	10
CCOc1ccccc1CNC(=O)c1ccccc1NC(=O)C1=CSCCO1	-0.3	-10	-0.6	7	8	4	0.2	10	1	-2
COC(=O)CCN(C(=O)c1ccc(Cl)c([N+](=O)[O-])c1)c1ccccn1	-0.7	-7	/	2	-7	5	4.2	24	4	12
Brc1ccc(-c2csc(N/N=C/c3cccnc3)n2)cc1	0.0	2	/	/	-9	4	0.0	26	-3	13
CN(C)S(=O)(=O)c1ccc(NC(=O)CSc2nnc(-c3ccco3)n2N)cc1	i	5	1.6	3	-4	/	-1.9	/	0	6
CC[C@@H]1C=C(C(=O)O)[C@H](c2ccc(Cl)c(Cl)c2)N1S(=O)(=O)c1ccc(C)cc1	-0.1	1	0.1	-11	-5	/	-1.1	/	-4	9
Cc1nc(SCC(=O)Nc2cc(C)on2)c2c(=O)n(C)c(=O)n(C)c2n1	-0.3	-1	-1.5	-6&0	4	-1	0.6	5	1	0
CSc1ncc(Cl)c(C(=O)Nc2cc(C)ccc2C)n1	1.6	-3	1.0	-17	-10	-6	1.0	-14	1	3
CCCCC(=O)Nc1ccc(NC(=O)c2ccco2)cn1	-0.3	2	-0.5	-19	12	2	0.4	-16	0	9
CCOC(=O)c1cnn(-c2cccc(Cl)c2)c1N	5.3	10	/	-7	7	0	1.0	28	-2	14
Cc1cc(NC(=O)c2ccccc2F)on1	-1.7	-16	-3.2	-6	5	2	3.0	39	-2	9
CCOC(=O)[C@H]1[C@H]2COc3cc(OC)ccc3[C@@H]2N2C(=O)N(c3cccc(F)c3)C(=O)[C@@]12C	-0.4	3	-1.1	-26	1	/	1.1	/	-2	-4
CCCc1c(O)nc(SCCN(CCC)CCC)[nH]c1=O	-0.5	-6	-0.6	-4	3	-3	-1.4	-10	-2	12
C#CCOCCOCCOCCNc1nc(N2CCN(C(=O)[C@H](Cc3cc4ccccc4[nH]3)n3cc([C@@H](N)C(C)CC)nn3)CC2)nc(N2CCN(C(=O)[C@H](Cc3cc4ccccc4[nH]3)n3cc([C@@H](N)CC(C)C)nn3)CC2)n1 (some centres not stated)	/	3	/	/	/	7	1.7	25	/	/
CC(=O)c1c(NCc2ccccc2)nc(=O)n(-c2ccccc2)c1C	-0.3	5	-1.9	-7	3	-2	0.1	10	0	11

4 compounds already listed, arranged by length of the SMILES, high to low:
SMILES	Vc quorum ag	Rv3671c protease	BioA inh	PriA SSB inh	MazEF act	3CLpro inhibitor	UGM FP inh	VHR inh abs	FBA Mtb inh	GDH-TPI inh
CCOC(=O)CN1CC23C=CC(O2)C(C(=O)Nc2ccc(C(C)=O)cc2)C3C1=O (configuration not stated)	-0.3	8	4.1	-21	11	4	-0.6	2	2	8
CSc1c(C#N)c(N)c(C#N)c2c1COC(C)(C)C2	-0.2	-1	/	-5	-12	-6	0.3	4	24	12
O=C(C1CC1)N1CCN(c2ccc(O)cc2)CC1	i	9	2.2	-6	2	2	-0.6	56*	2	1
Cc1cc(NC(=O)c2ccccc2F)on1	-1.7	-16	-3.2	-6	5	2	3.0	39	-2	9

Not all compounds are listed; the hit share may differ from the screen's.
